FN deposit inh: fibronectin deposition inhibition | AH1F fibroblasts, Alexa488-fibronectin deposition fluorescence, overnight | inhibition, % at 12.6 µM | 350,000 compounds, 0.086% hits | AID 743247;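 active means mean inhibition across replicates of 30% or more, regardless of how many single replicates reach that level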;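 further: positive control wells lacked labelled fibronectin entirely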
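Assay system: AH1F fibroblast monolayer, labelled fibronectin deposition. Amount: 10000 cells per well. Also added: labelled fibronectin 24 nM. Compound: single-point pinned compound. Incubation: cell attachment 1 h, compound and FN exposure overnight. Detection: fluorescence after three HBSS washes, excitation 485 nm, emission 525 nm. Read-out: inhibition of fibronectin deposition signal.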
miR-122 sensor: inhibitors of miR-122 in Huh7 cells; activation (reporter increase), % at 12.5 µM; 340,000 compounds, 0.3% hits; AID 602342; Huh7 miR-122 Renilla luciferase sensor, 48 h; neutral wells = 0, positive control = 100;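 active means mean replicate activation score at least 90 and every replicate individually at or above 90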;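 further: higher luciferase means less miR-122 activity so hits act as miR-122 inhibitors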
PGC1a acetyl inh: lowers PGC1a acetylation signal in U2OS cells; AlphaScreen anti-acetyl-lysine; with virally co-expressed GCN5 acetyltransferase; inhibition, % at 15.6 µM; 350,000 compounds, 0.17% hits;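 active means every replicate shows inhibition of at least 40%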;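 further: 0% = neutral control wells and 100% = positive control wells; some results beyond the cut were filed as inactive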
LGR2 inh: Drosophila LGR2 receptor signaling inhibition; HEK293 LGR2, CRE-luciferase, bursicon-stimulated, 4 h; inhibition, % at 9.99 µM; 380,000 compounds, 0.35% hits; AID 720647;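 active means drop in luminescence signal, shown as inhibition above about 50% in the replicate tests, limit read from the data, passing the limit was not always enough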;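 further: agonist challenge used bursicon conditioned medium at about half maximal strength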
Cneo AK release: Cryptococcus neoformans lysis via adenylate kinase release; C. neoformans lysis, adenylate kinase release luminescence, 4 h; normalised: neutral wells 0, clomiphene wells 100; lysis activity, % at 15 µM; 360,000 compounds, 0.2% hits;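 active means mean lysis activity across replicates of at least 80%, whatever share of replicates individually reach that level; inactive means mean lysis activity below 80%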
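Material: C. neoformans cells; Schedule: 4 h static compound exposure, 37 °C, read 1 h post-reagent; Measured by: adenylate kinase release luminescence; Read-out: signal increase indicating cell lysis; Controls: Clomiphene as positive lysis control.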
PAX8 inh HTS: lowers PAX8-driven luciferase in RMG-I cells. RMG-I TPO-luciferase reporter, SteadyGlo, 24 h. inhibition, % at 12.6 µM. 360,000 compounds, 1.2% hits. AID 652154;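 active means mean replicate inhibition at least 60% with every replicate also reaching 60%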;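 further: luciferase light reporting Pax8 driven TPO promoter activity; plate controls were median of neutral control wells for no effect and mitoxantrone controls for full effect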
EWS-Fli block: EWS/Fli transcriptional activity inhibition | AID 651661 | 350,000 compounds, 0.67% hits | A673 NR0B1-luciferase reporter, viability-normalised | inhibition, % at 12.6 µM;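 active means mean inhibition of at least 50% after viability correction, with every replicate also passing that limit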;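 further: firefly luciferase signal divided by Alamar Blue viability fluorescence both relative to DMSO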
Casp6 inh: inhibitors of human caspase-6 | purified caspase-6, Z-VEID-R110 cleavage fluorescence | P55212 | AID 686996 | inhibition, % at 12.5 µM | 350,000 compounds, 0.53% hits;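 active means mean inhibition across replicates at least about 35%, with every replicate also reaching that limit, limit read from the data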;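 further: 0% = median of neutral control wells and 100% = no fluorescence left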
Target sequence (P55212 24-179 limits assumed): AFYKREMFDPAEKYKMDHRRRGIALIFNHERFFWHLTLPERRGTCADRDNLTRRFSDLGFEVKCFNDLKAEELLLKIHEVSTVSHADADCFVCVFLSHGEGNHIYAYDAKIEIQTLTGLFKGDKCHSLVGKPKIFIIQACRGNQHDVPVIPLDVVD
Target sequence (P55212 194-293 limits assumed): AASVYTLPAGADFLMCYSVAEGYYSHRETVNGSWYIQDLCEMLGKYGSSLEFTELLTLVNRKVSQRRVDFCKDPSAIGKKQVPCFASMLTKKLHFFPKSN
Starred values were filed as active, the others as inactive; · = no result given; [ ] = another dose, or the depositor's remark.

SMILES	FN deposit inh	miR-122 sensor	PGC1a acetyl inh	LGR2 inh	Cneo AK release	PAX8 inh HTS	EWS-Fli block	Casp6 inh
O=C(Nc1ccccc1N1CCN(c2ccccc2)CC1)C1CCCCC1	·	-1.9	-8.1	7.1	-3.2	·	6.2	-2.1
C[C@@H]1CN([C@@H](C)CO)C(=O)c2cccc(NC(=O)Nc3ccc(C(F)(F)F)cc3)c2O[C@H]1CN(C)C(=O)Nc1ccc(F)cc1	·	-0.4[16.7 µM]	-29.7	-7.2	-7.7	·	13.1	-0.1
O=C(NC1CCC1)[C@@H]1[C@@H](CO)[C@@H]2Cn3c(ccc(-c4ccncc4)c3=O)[C@H]1N2CC1CC1	·	1.1[16.7 µM]	0.1	10.9	-1.4	-3.1	2.1	-4.0
COc1ccccc1CN(CC(=O)NCc1ccco1)C(=O)CNS(=O)(=O)c1ccc(C)cc1	·	-3.0	-15.8	-6.0	-1.9	·	·	·
CSc1nc(C(=O)N2CCCC(N3CCN(c4ccccc4C)CC3)C2)cs1 (stereo unspecified)	-2.0	-6.5	·	-4.5	-5.4	11.2	13.1	2.8
CCOC(=O)c1c(C)n(OCc2ccccc2)c2ccc3nonc3c12	·	7.7	-13.5	-21.8	-0.3	·	11.7	-0.6
CCCC#Cc1ccc2c(c1)O[C@@H](CN(C)Cc1ccncc1)[C@@H](C)CN([C@H](C)CO)S2(=O)=O	·	-4.6[16.7 µM]	0.0	-1.8	-12.3	·	7.4	-2.3
C[C@@H]1CN([C@H](C)CO)C(=O)Cc2cc(NC(=O)NC3CCCCC3)ccc2O[C@H]1CN(C)Cc1ccc(Oc2ccccc2)cc1	-3.8	4.7[16.7 µM]	0.3	17.3	-0.4	1.7	0.8	3.4
Cc1c(C(=O)N2CCOCC2)sc(NC(=O)CCl)c1C#N	-0.9	-14.2	-5.0	5.9	0.3	-16.4	-8.5	0.4
CCOc1ccc(S(=O)(=O)N2CCC(C(=O)N3CCCCCC3)CC2)cc1C	-5.2	·	·	-1.1	-1.9	·	18.8	-2.1

Taken from the listing, 4 compounds:
SMILES	FN deposit inh	miR-122 sensor	PGC1a acetyl inh	LGR2 inh	Cneo AK release	PAX8 inh HTS	EWS-Fli block	Casp6 inh
CCCC#Cc1ccc2c(c1)O[C@@H](CN(C)Cc1ccncc1)[C@@H](C)CN([C@H](C)CO)S2(=O)=O	·	-4.6[16.7 µM]	0.0	-1.8	-12.3	·	7.4	-2.3
C[C@@H]1CN([C@H](C)CO)C(=O)Cc2cc(NC(=O)NC3CCCCC3)ccc2O[C@H]1CN(C)Cc1ccc(Oc2ccccc2)cc1	-3.8	4.7[16.7 µM]	0.3	17.3	-0.4	1.7	0.8	3.4
Cc1c(C(=O)N2CCOCC2)sc(NC(=O)CCl)c1C#N	-0.9	-14.2	-5.0	5.9	0.3	-16.4	-8.5	0.4
CCOc1ccc(S(=O)(=O)N2CCC(C(=O)N3CCCCCC3)CC2)cc1C	-5.2	·	·	-1.1	-1.9	·	18.8	-2.1

Returning to the listing, repeating the 2 entries before the break.
SMILES	FN deposit inh	miR-122 sensor	PGC1a acetyl inh	LGR2 inh	Cneo AK release	PAX8 inh HTS	EWS-Fli block	Casp6 inh
Cc1c(C(=O)N2CCOCC2)sc(NC(=O)CCl)c1C#N	-0.9	-14.2	-5.0	5.9	0.3	-16.4	-8.5	0.4
CCOc1ccc(S(=O)(=O)N2CCC(C(=O)N3CCCCCC3)CC2)cc1C	-5.2	·	·	-1.1	-1.9	·	18.8	-2.1
Cc1cccnc1CNC(=O)C1CCC(=O)N(CCc2cccc(F)c2)C1 (stereo unspecified)	0.0	-5.0	3.5	18.6	4.3	-22.6	·	8.3
O=C(c1ccccn1)N1C[C@@H]2[C@H](c3ccccc31)[C@@H](CO)N2C(=O)Cc1ccccc1	·	-9.5[16.7 µM]	3.3	25.3	-1.0	-9.8	-3.9	33.3
CCCNC(=O)N1CC2(C1)[C@H](c1ccccc1)[C@@H](CO)N2C(=O)C1CCCCC1	1.2	·	3.3	2.8	·	·	-7.3	3.2
COc1ccccc1C(CNc1ccc(S(=O)(=O)N2CCCC2)cc1[N+](=O)[O-])N(C)C (stereo unspecified)	·	-1.2	9.1	-2.6	0.5	10.8	·	0.8
O=C(Nc1ccccc1F)N[C@@H]1CC[C@H](CCNC(=O)C2CC2)O[C@H]1CO	0.4	·	-23.3	-6.9	2.4	·	-2.6	-1.9
CCCc1n[nH]c(=O)c2c1nnn2Cc1ccccc1F	8.3	-1.4	-1.7	6.5	2.1	5.5	6.5	1.5
C[C@H]1CN=C(Nc2ccccc2)N1CCCC1CCCC1	13.1	4.7	-12.0	-10.6	1.1	8.3	1.4	-4.1
FC(F)(F)Oc1ccc(-c2cn3cccnc3n2)cc1	-7.9	-3.5	1.5	-22.3	·	-75.6	-88.5	-2.0
C[C@@H]1CCCCO[C@H](CN(C)C(=O)C2CCCCC2)[C@H](C)CN([C@@H](C)CO)C(=O)c2cc(NC(=O)CCC(F)(F)F)ccc2O1	·	-4.5[16.7 µM]	-0.3	2.0	-1.4	·	10.0	-1.2
COc1ccc2c3c([nH]c2c1)[C@@H](CO)N(C(=O)CC1CC1)CC31CN(Cc2cccnc2)C1	-1.6	·	-9.4	20.1	·	·	0.3	-1.9
O=C1CN(C(=O)COC(=O)c2c(F)cccc2Cl)c2ccccc2N1	-2.8	2.1	1.3	6.2	1.9	4.2	10.0	1.4
NC(=O)c1ccccc1NC(=O)COC(=O)CSCc1cccc(Cl)c1	1.2	·	·	4.5	-0.9	14.4	-4.9	-2.9
COCCNC(=S)N/N=C(\C)c1ccc(-n2ccnc2)cc1	-8.2	-7.3	11.1	-0.8	-6.1	·	·	·
Clc1ccccc1Nc1nc(-c2ccncc2)nc2ccccc12	1.6	4.2	-17.1	-19.5	0.6	-11.0	18.4	-1.5
Cn1c(SCc2nc3ccccc3n2CCO)nc2ccccc21	-0.2	-6.4	-7.6	·	-1.6	15.2	·	·
Cc1ccc2nc(C)cc(SCC(=O)N/N=C/c3ccco3)c2c1	12.2	-1.6	-17.0	8.1	0.6	16.0	3.0	-0.6
COCCn1c(C)cc(C(=O)COc2ncnc3ccc(Br)cc23)c1C	-8.9	2.6	·	-1.7	-3.1	10.7	4.7	1.2
COc1cccc(C2CC(=O)Nc3cc(OC)c(OC)cc32)c1 (stereo unspecified)	1.9	·	·	-2.9	0.7	24.2	6.6	-2.2
O=C(N[C@H]1CC[C@@H](CCNS(=O)(=O)c2ccc(Cl)cc2)O[C@@H]1CO)c1cccnc1	·	·	-2.4	3.3	-0.6	-16.2	-4.8	0.2
CCC(Oc1ccccc1OC)C(=O)Nc1ccc2c(c1)OCO2 (stereo unspecified)	1.7	9.4	·	5.5	-1.2	18.1	0.5	-0.7
C[C@@H]1CN([C@H](C)CO)C(=O)c2cc(NS(=O)(=O)c3ccc(Cl)cc3)ccc2O[C@@H](C)CCCCO[C@@H]1CN(C)S(=O)(=O)c1cccs1	-12.1	6.6[16.7 µM]	-3.7	8.5	0.8	13.5	-0.4	-3.0
COc1ccc2c3c([nH]c2c1)[C@H](CO)N(C(C)=O)CC31CCN(C(=O)Nc2ccc(F)cc2F)CC1	-1.3	·	-1.0	16.9	·	10.4	-2.8	-1.5
COC(=O)[C@H]1C[C@@H]1[C@H](NC(=O)c1ccccc1)c1ccccc1	0.6	-2.1	-4.9	-7.6	1.6	-1.2	6.7	-4.6
O=C(CC1C(=O)NCCN1Cc1cccc(F)c1F)NC1CCCCCC1 (stereo unspecified)	7.6	-0.7	5.3	-8.8	0.9	19.7	1.3	-0.7
CC(C)(C)OC(=O)n1cc(C(=O)c2ccccc2O)cn1	-2.1	-0.6	·	8.1	0.2	-3.9	8.2	-1.4
CCOC(=O)c1c(S(=O)(=O)NCC(=O)N2CCN(c3ccccc3)CC2)c(C)n(C)c1C	-2.0	-8.0	0.0	-5.2	11.5	10.6	-38.9	3.7
CCOC(=O)N1CCC(NC(=O)CN2C(=O)COc3ccc(C(C)(C)C)cc32)CC1	·	-0.9	-4.0	12.7	-3.5	·	16.7	0.6
O=C(Cc1c(Cl)cccc1Cl)Nc1ccncc1	·	·	·	13.3	0.9	-35.2	·	-2.6
CCOC(=O)CNC(=S)N(Cc1ccccc1)Cc1cccnc1	-9.8	-8.9	-7.0	12.5	-0.3	8.1	6.4	1.4
COc1ccc(CNC(=O)C[C@@H]2C=C[C@H](NC(=O)CN(C)C)[C@@H](CO)O2)cc1	·	·	-4.4	3.7	3.6	-11.8	1.2	-0.2

A second format for 4 compounds above.
Compound,FN deposit inh,miR-122 sensor,PGC1a acetyl inh,LGR2 inh,Cneo AK release,PAX8 inh HTS,EWS-Fli block,Casp6 inh
CCOc1ccc(S(=O)(=O)N2CCC(C(=O)N3CCCCCC3)CC2)cc1C,-5.2,·,·,-1.1,-1.9,·,18.8,-2.1
Cc1cccnc1CNC(=O)C1CCC(=O)N(CCc2cccc(F)c2)C1 (stereo unspecified),0.0,-5.0,3.5,18.6,4.3,-22.6,·,8.3
O=C(c1ccccn1)N1C[C@@H]2[C@H](c3ccccc31)[C@@H](CO)N2C(=O)Cc1ccccc1,·,-9.5[16.7 µM],3.3,25.3,-1.0,-9.8,-3.9,33.3
CCCNC(=O)N1CC2(C1)[C@H](c1ccccc1)[C@@H](CO)N2C(=O)C1CCCCC1,1.2,·,3.3,2.8,·,·,-7.3,3.2

(more compounds)
SMILES	FN deposit inh	miR-122 sensor	PGC1a acetyl inh	LGR2 inh	Cneo AK release	PAX8 inh HTS	EWS-Fli block	Casp6 inh
CC(C)=CCC/C(C)=C/CNC(=O)CC1C[C@H](C(=O)N(C(C)C)C(C)C)[C@@]2(C)c3[nH]c4ccccc4c3CCN2C1=O (stereo partly specified)	-3.4	-3.8	-6.2	-2.7	-1.2	-17.2	3.5	-2.0
Cc1ccc(C(=O)O)cc1NCc1ccncc1	-2.5	0.4	11.5	-14.2	8.0	3.8	2.6	-0.9
O=C(NNc1ccc(F)cc1F)C1CCC1	5.2	-1.4	·	11.7	5.3	-9.1	-1.9	0.4
COC(=O)c1ccccc1NC(=O)NC1CCN(Cc2ccccc2)CC1	9.6	-5.9	9.6	-6.5	-0.5	·	·	·
CCCCNC1CCS(=O)(=O)C1 (stereo unspecified)	0.3	-10.1	16.3	·	1.4	·	·	·
CN(c1ccccc1)S(=O)(=O)c1ccc2c(c1)oc(=O)n2C	-7.7	-10.8	-18.7	-3.0	-1.7	14.8	8.0	-1.6
CC(C)NC(=O)Nc1ccc2c(c1)CC(=O)N([C@@H](C)CO)C[C@H](C)[C@H](CN(C)CC1CCCCC1)O2	·	0.1[16.7 µM]	·	8.0	3.4	-10.4	-0.2	-1.0
CC1CCCCC12NC(=O)N(CC(=O)Nc1cccnc1)C2=O (stereo unspecified)	·	1.2	15.0	-5.9	1.4	3.7	0.4	-2.0
COc1ccc(S(=O)(=O)NC(=O)C2(C)CCN2C(=O)C(C)(C)c2ccccc2)cc1 (stereo unspecified)	-0.4	5.9	1.2	5.5	-0.7	-24.0	-3.6	-1.4
Cc1nnc(SCCC(=O)Nc2ccccc2Cl)o1	1.9	·	·	7.2	1.1	21.9	7.1	0.0
